tim10-1 inh – growth inhibitors of tim10-1 mutant yeast, primary screen, luminescence, uHTS | S. cerevisiae tim10-1 ts strain growth, BacTiter-Glo, 24 h | inhibition, % at 20 µM | 2.2% of 330,000 active;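 active = inhibition of at least 40%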;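 also: mutant grown at 25 °C; 0% = DMSO wells with yeast and 100% = wells holding no yeast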
mIAP inh – inhibitors of mouse IAP, primary screen, biochemical, luminescence, uHTS. purified mouse IAP, CDP-Star luminescence, 30 min. inhibition, % at 10 µM. 0.2% of 330,000 active. intestinal alkaline phosphatase [Mus musculus];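 active = inhibition of at least 40% at 10 µM in the primary screen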;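 also: plate controls were DMSO with enzyme for no effect and no enzyme wells for full effect; values of inactives mirror those of a sister screen read the other way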
hIAP inh – human IAP inhibitors, primary screen, biochemical, luminescence, uHTS; inhibition, % at 10 µM; Intestinal-type alkaline phosphatase (Homo sapiens), P09923; AID 2544, 2010; purified IAP, CDP-Star luminescence, 30 min; 0.12% of 330,000 active;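 active = inhibition reaching a set limit with compound at 10 µM in the primary screen, cut at about 35% in these data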;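 also: plate controls were DMSO wells with enzyme for no effect and no-enzyme buffer wells for full effect; values of inactives mirror those of a sister screen read the other way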
mIAP activ – activators of mouse IAP, primary screen, biochemical, luminescence, uHTS | muIAP, CDP-Star luminescence, 30 min; stronger effect = higher value; 1 = vehicle-only enzyme signal, 0 = enzyme-free wells | 0.24% of 330,000 active | intestinal alkaline phosphatase [Mus musculus] | activation factor at 10 µM;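 active = activation factor of at least 2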; also: the source names both 10 and 20 µM as test concentration; values of inactives mirror those of a sister screen read the other way
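System: Mouse IAP enzyme | Also added: CDP-Star substrate | Dosing: Compounds dispensed in DMSO | Schedule: 30 min enzyme-substrate-compound incubation at room temperature | Technique: Chemiluminescence readout | Control set: DMSO-only wells and no-enzyme negative control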
TIM10 inh – growth inhibitors of isogenic TIM10 control yeast, primary screen, counter-screen for tim10-1 yeast inhibitor project, luminescence, uHTS. S. cerevisiae TIM10 strain growth, BacTiter-Glo luminescence, 24 h. inhibition, % at 10 µM. 1.4% of 330,000 active;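 active = inhibition of 40% or more at the single tested concentration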;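 also: wild-type TIM10 isogenic control strain grown at permissive 25 °C; 0% = DMSO yeast wells and 100% = minimal medium wells without yeast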
beta cell repl – inducers of MIN6 beta-cell proliferation, primary screen, ATP luminescence, uHTS; MIN6 cells proliferation, ATPlite luminescence, 48 h; cells starved in 0.2% serum; 100% = growth in 10% serum; proliferation, % at 10 µM; 0.29% of 330,000 active; AID 2380, 2010;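 active = compounds whose signal lies at least 3.5 SD above the mean of all wells on their plate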;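 also: 0% = DMSO-treated cells in low-serum medium and 100% = 10% serum control; some compounds called inactive have numbers as strong as hits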
NALP3 yeast inh – NALP3 inflammasome inhibitors in reconstituted yeast, primary screen, luminescence, uHTS. 0.39% of 330,000 active. Yeast reconstituted NLRP3/ASC/caspase-1, beta-gal luminescence, 24 h. inhibition, % at 10 µM;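 active = inhibition of 50% or more; inactive = inhibition below 50%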;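 also: plate controls were induced DMSO wells for no effect and uninduced yeast grown without galactose for full effect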
A3G deaminase – APOBEC3G DNA deaminase inhibitors, primary screen, biochemical, fluorescence, single-stranded DNA substrate, uHTS. DNA dC->dU-editing enzyme APOBEC-3G (Homo sapiens), Q9HC16. recombinant A3G, ssDNA deamination FAM/TAMRA fluorescence. inhibition, % at 20 µM. 0.28% of 330,000 active. AID 493012, 2011;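 active = inhibition of at least 40% at 20 µM, with no more than 30% in the related APOBEC3A deaminase screen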;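 also: plate controls were DMSO wells with A3G for no effect and wells lacking A3G enzyme for full effect; some compounds called inactive have numbers as strong as hits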
Target sequence (Q9HC16 whole entry, looked up): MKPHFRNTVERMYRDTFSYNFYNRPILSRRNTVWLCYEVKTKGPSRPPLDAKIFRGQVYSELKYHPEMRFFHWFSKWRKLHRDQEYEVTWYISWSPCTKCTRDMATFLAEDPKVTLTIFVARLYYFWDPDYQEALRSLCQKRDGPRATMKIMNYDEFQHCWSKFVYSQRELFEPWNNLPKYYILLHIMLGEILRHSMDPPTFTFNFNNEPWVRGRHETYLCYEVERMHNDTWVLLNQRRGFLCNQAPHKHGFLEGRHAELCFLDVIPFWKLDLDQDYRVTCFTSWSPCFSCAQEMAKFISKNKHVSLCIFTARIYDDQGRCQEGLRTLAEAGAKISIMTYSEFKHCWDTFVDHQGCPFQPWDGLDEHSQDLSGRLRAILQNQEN
A3A deaminase – APOBEC3A ssDNA deaminase inhibitors, primary screen, selectivity assay for APOBEC3G inhibitor project, biochemical, FAM/TAMRA oligo cleavage fluorescence; 0.41% of 330,000 active; recombinant A3A, FAM/TAMRA ssDNA deamination fluorescence; AID 493011, 2011; inhibition, % at 20 µM; DNA dC->dU-editing enzyme APOBEC-3A (Homo sapiens), P31941;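 active = at least 40% inhibition at 20 µM here, with at most 30% in a related deaminase screen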;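 also: plate controls were A3A with DMSO for no effect and wells lacking A3A enzyme for full effect; some results filed as inactive read as strong as hits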
Target sequence (P31941 whole entry, looked up): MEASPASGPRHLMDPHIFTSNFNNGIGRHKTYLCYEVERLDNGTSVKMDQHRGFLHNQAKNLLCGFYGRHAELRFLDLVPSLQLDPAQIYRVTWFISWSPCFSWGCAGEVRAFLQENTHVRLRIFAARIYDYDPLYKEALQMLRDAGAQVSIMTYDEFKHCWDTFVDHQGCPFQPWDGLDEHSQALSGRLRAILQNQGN
An asterisk follows results filed as active.

SMILES | tim10-1 inh | mIAP inh | hIAP inh | mIAP activ | TIM10 inh | beta cell repl | NALP3 yeast inh | A3G deaminase | A3A deaminase
CCOC(=O)c1c(C)[nH]c(C(=O)OCc2ccc(C)cc2)c1C | 8 | 2 | -42 | 0.98 | 4 | -4 | 19 | -5 | 2
C#CCOCCOCCOCCNc1nc(N2CCN(C(=O)[C@H]([C@@H](C)CC)n3cc([C@@H](N)CO)nn3)CC2)nc(N2CCN(C(=O)[C@H](CCCCN)n3cc([C@@H](N)CO)nn3)CC2)n1 | -8 | -16 | 4 | 1.2 | 1 | -3 | 5 | -9 | -4
Cn1c(=O)c2c(nc(CN3CCC(C(N)=O)CC3)n2CCc2ccccc2)n(C)c1=O | 15 | -6 | -3 | 1.1 | 8 | 1 | -9 | -3 | -2
CCc1cccc(NC(=O)CCC(=O)O)c1 | -4 | 4 | -7 | 0.96 | -2 | 1 | 11 | -2 | 1
COc1ccc(N2CCN(C(=O)COC(=O)Cc3c(F)cccc3Cl)CC2)cc1 | 45* | -2 | 6 | 1 | 16 | -1 | 19 | -8 | -1
c1ccc(-c2onc3c2CCCC3)cc1 | -9 | -4 | 3 | 1 | -26 | -4 | 25 | 1 | 2
Cc1onc(-c2ccc(Cl)cc2)c1-c1ccnn1S(=O)(=O)c1ccc(Cl)cc1 | 26 | 11 | 21 | 0.89 | 21 | -4 | 28 | -10 | 0
COc1cccc(/C=N/NC(=O)c2ccc(=O)[nH]n2)c1O | 6 | 11 | -144 | 0.89 | 6 | -3 | 17 | -1 | 1
Cc1ccc(-c2csc3ncnc(N4CCN(C(=O)c5ccco5)CC4)c23)cc1 | 29 | -7 | -14 | 1.1 | 31 | 3 | 18 | -9 | -4
CCCC(c1nnnn1CS(=O)(=O)c1ccc(C)cc1)N1CCN(CC)CC1 (stereo not given) | 16 | -8 | 7 | 1.1 | 12 | -2 | 10 | -7 | 2
CCC(=O)OCCn1c(=O)c2cc3c(=O)n(CCOC(=O)CC)c(=O)c3cc2c1=O | 15 | 5 | 0 | 0.95 | 9 | -1 | -3 | -7 | -4
Cc1ccc(Oc2ccc(OCC(=O)NC3CCS(=O)(=O)C3)cc2)cc1 (stereo not given) | -6 | -21 | -22 | 1.2 | -18 | -2 | -1 | -6 | -5
CCC1CCCCN1CCCNC(=O)COc1cc(=O)n(C)c2ccccc12 (stereo not given) | 3 | -3 | -6 | 1 | 1 | -2 | 17 | 1 | 4
Cc1nc2nc(SCC(=O)c3cccc([N+](=O)[O-])c3)[nH]c2cc1Br | 16 | 16 | 7 | 0.84 | 11 | 0 | 1 | -5 | 4
CCCc1cc(=O)oc2cc(C)cc(OC(C)C(=O)NCCCn3ccnc3)c12 (stereo not given) | 12 | -8 | 6 | 1.1 | 2 | -3 | -6 | -9 | -3
CC1(C)SC2c3ccccc3C(=O)N2[C@@H]1C(=O)NCc1ccco1 (stereo not given in full) | 7 | 14 | 9 | 0.86 | 8 | 0 | 9 | -8 | -6
N#CC(C(=O)NCc1ccco1)c1nc2ccccc2nc1N1CCOCC1 (stereo not given) | 17 | 6 | 4 | 0.94 | 15 | -3 | 29 | -4 | -4
COC(=O)c1ccccc1NC(=O)C1CCCCC1C(=O)O (stereo not given) | 12 | 1 | 20 | 0.99 | 7 | -2 | 4 | -2 | 4
NC(=O)C1Cc2ccccc2CN1S(=O)(=O)c1ccc(Cl)s1 (stereo not given) | -4 | 7 | 16 | 0.93 | 8 | -3 | 9 | -12 | -2
Cc1ccc(-c2noc(CNCCCN(C)C)n2)cc1 | 3 | 1 | 13 | 0.99 | 4 | 0 | 0 | -3 | -3
CSc1nc2ccccc2n1CC(=O)Nc1ccccc1 | 3 | 3 | -4 | 0.97 | 7 | -1 | 2 | -7 | -15
O=C(CCC(=O)N1CCSc2ccccc21)NCc1cccc(Cl)c1 | 24 | -3 | -17 | 1 | -2 | 0 | 7 | -8 | -4
CCOC(=O)CSc1nc2ccccc2n1C(=O)OCC | 23 | 0 | 1 | 1 | 7 | 0 | 36 | -6 | -8
O=C(CN1CCc2cc3c(cc2C1)OCCCO3)Nc1cccc([N+](=O)[O-])c1 | 26 | 10 | 12 | 0.9 | 4 | -3 | -20 | -2 | -4
N/C(=N\OC(=O)CCc1ccccc1)c1ccccc1Cl | 64* | 7 | 2 | 0.93 | 47* | -3 | 6 | -10 | -4
CCOP(=O)(OCC)C(Nc1cccc(C)c1)c1ccc(F)cc1 (stereo not given) | 21 | 10 | -10 | 0.9 | 26 | 1 | 4 | -4 | -3
S=c1[nH]nc(-c2ccccn2)n1/N=C/c1ccco1 | 5 | -1 | -1 | 1 | -12 | -2 | 19 | -3 | 1
Cc1cccc(-n2c(C)nc3ccsc3c2=O)c1 | -6 | -10 | -2 | 1.1 | 2 | -2 | 8 | -5 | -2
Oc1ccc(-c2cnc(-c3ccc(O)cc3)nc2)cc1 | 0 | 3 | 21 | 0.97 | -1 | -7 | 20 | -2 | 0
CC[C@@]12C(=O)N(c3cccc(F)c3)C(=O)N1[C@H](c1cccc(C)c1)[C@@H]1C(=O)N(Cc3ccccc3)C(=O)[C@@H]12 | 9 | 8 | 12 | 0.92 | 11 | -3 | 4 | -1 | 1
COc1ccc(-c2n[nH]c(=S)n2N)c(OC)c1 | 9 | -3 | -8 | 1 | -5 | -3 | 15 | 15 | -6
Cc1noc(/C=C/N(C)C)c1S(=O)(=O)N1CCCC(C(=O)NCCC2=CCCCC2)C1 (stereo not given) | 15 | 2 | 7 | 0.98 | 1 | -7 | 15 | 1 | 2
CCc1ccc(N=CC2=C(O)CC(c3ccco3)CC2=O)cc1 (stereo not given) | 25 | -3 | 21 | 1 | 5 | -3 | 16 | 3 | 1
Cn1c(=O)c(=O)n(C)c2cc(N3CCOCC3)c(NS(=O)(=O)c3ccc(F)c(Cl)c3)cc21 | 5 | 4 | 2 | 0.96 | -4 | -4 | 3 | -3 | -4
O=P1(O)C=C(c2ccccc2)NC(c2ccccc2)=C1 | 6 | -3 | 5 | 1 | -10 | -1 | 8 | -6 | -4
CSc1ccccc1NC(=O)CN(C)C(=O)c1ccc(NC(=O)c2cccs2)cc1 | 5 | -3 | 6 | 1 | 13 | -2 | 15 | -7 | -3
O=C(O)CCCC(=O)Nc1cccc(C(F)(F)F)c1 | 11 | 1 | 10 | 0.99 | 2 | 0 | 11 | 5 | -5
Cc1ccc(C)c(N2CCN(C(c3ccc(N(C)C)cc3)c3nnnn3C(C)(C)C)CC2)c1 (stereo not given) | 23 | -10 | -11 | 1.1 | 17 | -7 | -10 | 0 | 0
COC(=O)N/N=C/c1ccc(OC(=O)/C=C/c2ccco2)cc1 | -20 | 5 | -10 | 0.95 | -6 | -2 | 0 | 3 | 10
Cc1cc(NC(CC(C)C)C(=O)O)nc(Cc2ccccc2)n1 (stereo not given) | -1 | -4 | 5 | 1 | -13 | -3 | -1 | -11 | -4
Cc1nn(CC(=O)NCCCN2CCC(N3CCCCC3)CC2)c(=O)c2cc(-c3ccccc3)nn12 | -22 | 1 | 11 | 0.99 | -10 | -4 | 7 | 2 | 2
O=C1c2ccncc2C(=O)N1CO | 4 | -6 | 22 | 1.1 | 1 | -1 | 21 | -6 | -1
O=C(CSc1n[nH]c(-c2cccnc2)n1)Nc1ccccc1C(F)(F)F | -13 | 4 | 5 | 0.96 | 7 | -4 | 23 | -9 | -4
Cc1ccc2nc(NC(=O)CS(=O)(=O)Cc3ccccc3)sc2c1 | -12 | 0 | 10 | 1 | -11 | -1 | -2 | -4 | 1
CCOC(=O)c1cc([N+](=O)[O-])sc1N | 12 | 15 | 9 | 0.85 | -3 | -1 | 21 | -4 | 1
CC(C)NC(=S)N/N=C/c1ccc(N2CCOCC2)cc1 | 27 | 8 | -7 | 0.92 | 19 | 3 | -17 | -2 | -4
CCCNC(=O)NCCC12CC3CC(CC(C3)C1)C2 | 31 | -9 | -18 | 1.1 | 24 | 0 | 35 | -4 | -2
O=C(Nc1ccccn1)N1CCOCC1 | 22 | -2 | -14 | 1 | -11 | -1 | -6 | -7 | -4
CN(/N=C/c1ccncc1)C1=NCCN1 | -2 | -1 | 0 | 1 | 3 | -1 | 11 | 2 | 3
N#Cc1ccc(CSc2nnc(NC(=O)CN3C(=O)C4CC=CCC4C3=O)s2)cc1 (stereo not given) | 13 | 1 | 5 | 0.99 | 3 | -2 | 5 | -2 | 1
O=C1CC(c2ccccc2)CN1C(=O)c1cncc(Br)c1 (stereo not given) | 15 | 5 | -4 | 0.95 | -20 | 0 | 9 | 0 | 2
O=C(N[C@H]1C/C=C\C[C@@H](CC(=O)N(CCO)Cc2ccccc2)C(=O)N[C@H](Cc2c[nH]c3ccccc23)COC1=O)OCC1c2ccccc2-c2ccccc21 | -2 | -1 | -4 | 1 | -1 | -5 | 22 | -7 | 0
O=C1CN(c2ccccc2Cl)C(=O)CN1c1ccccc1Cl | 6 | 5 | 10 | 0.95 | -11 | 4 | -3 | -3 | -3
CC(C)[C@H](NC(=O)c1ccc(Cl)cc1Cl)C(=O)NNc1cccc(C(=O)O)c1 | 11 | -8 | -8 | 1.1 | -1 | 0 | 25 | -6 | 0
CC1CCCC(C)N1C(=O)COC(=O)c1cccc(S(=O)(=O)N(C)c2ccccc2)c1 (stereo not given) | 1 | 14 | 5 | 0.86 | 6 | -3 | 5 | -5 | -3
CCCSc1oc(-c2ccco2)nc1S(=O)(=O)c1ccccc1 | 43* | 2 | -26 | 0.98 | 25 | -2 | 14 | -2 | -3
CC(C)c1nnc(NC(=O)CCS(=O)(=O)c2ccccc2)s1 | 11 | 3 | 7 | 0.97 | 20 | -3 | 22 | -7 | -3
O=C(NCc1ccccc1)c1ccc(CS(=O)(=O)Cc2ccc(F)cc2)o1 | 9 | 11 | -12 | 0.89 | -2 | -1 | 13 | -4 | -5

Compounds were not picked by outcome (roughly 4.6% active in at least one column).
